Bioassay records (PubChem)
Luciferase inh – qHTS Assay for Inhibitors of Firefly Luciferase; Potency, µM (titrated, usually from 57.1 µM), for inactives: top-dose activity change, negative = inhibition, actives largely listed as inhibitors; AID 411, 2009; 72,000 compounds, 2.2% hits; purified firefly luciferase, luminescence, 8 min; also: potency is read from the fitted curve at half-maximal effect; % is scaled to controls: 0 for no effect and ±100 for the full control effect; nearly all actives have a fitted effect of over 40% in size
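Inhibition of light generation by firefly luciferase from ATP and luciferin was profiled with concentration-response curves per sample, ATP held at 10 uM within the enzyme's linear range. Plates were read by luminescence after an 8-minute ambient incubation.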
Pol III holo inh – qHTS Assay for Inhibitors of DNA Polymerase III Holoenzyme System. reconstituted DNA polymerase III holoenzyme replication, biochemical. Potency, µM (doses to about 57.1 µM), for inactives: at the highest dose activity change, negative = inhibition. 71,000 compounds, 0.25% hits; also: potency is read from the fitted curve at half-maximal effect; % is scaled to controls: 0 for no effect and ±100 for the full control effect
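Reconstituted *E. coli* holoenzyme (0.35 nM Pol III, 1 nM beta, 154 nM SSB, 2 nM primase) was preincubated with compound for 15 min at RT. Synthesis on 1.4 nM ssM13Gori ran 35 min, then was stopped with PicoGreen/EDTA and read as dsDNA fluorescence.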
Hsp90 Hop PPI – qHTS Assay for Disrupters of an Hsp90 Co-Chaperone Interaction; AlphaScreen TPR2A-His6 binding biotin-Hsp90 C-terminal peptide; Potency, µM (highest dose often 57 µM), for inactives: at the top dose activity change, negative = inhibition; 71,000 compounds, 0.44% hits; AID 595, 2007; active = well fitted curve in either direction with a large enough effect; inconclusive = small, poorly fitted or top-dose-only effect, or another doubt; also: potency is read from the fitted curve at half-maximal effect; % is scaled to controls: 0 for no effect and ±100 for the full control effect; many of its hits are not listed in these tables
HBB splicing – qHTS Assay for Modulators of Hemoglobin Beta Chain Splicing; HBB splicing reporter cell assay, activation; EGFP reporter with mutant IVS2-654 intron; response scale: normalised to 500 nM splice-correcting PNA; Potency, µM (series often up to 46.1 µM), for inactives: at the highest dose activation, most hits filed as activators; 65,000 compounds, 0.06% hits; also: potency is read from the fitted curve at half-maximal effect; 0% is about no effect
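Compounds were applied for 2 days to HeLa EGFP-654 cells, 500/well in Optimem with 2% FCS. The reporter's EGFP is disrupted by mis-splicing of beta-globin intron IVS2-654. Readout: summed well GFP fluorescence from 488 nm laser scanning; reference was 500 nM antisense […] 654 PNA.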
ALOX15 inhib – qHTS Assay for Inhibitors of 15-hLO (15-human lipoxygenase). AID 887, 2007. Polyunsaturated fatty acid lipoxygenase ALOX15 (Homo sapiens), P16050. 74,000 compounds, 1.4% hits. Potency, µM (top dose mostly 57.1 µM), for inactives: at the top dose activity change, negative = inhibition, usual class: inhibitors. purified 15hLO-1, xylenol orange hydroperoxide absorbance; also: potency is read from the fitted curve at half-maximal effect; % is scaled to controls: 0 for no effect and ±100 for the full control effect; nearly all actives have a fitted effect of over 55% in size
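Quantitative HTS in 25 mM Hepes pH 7.5 containing 0.01% Triton X-100: human 15hLO-1 at 40 nM, arachidonic acid at 50 uM, 6 min turnover. Product quantified via ferrous oxidation/xylenol orange, 573:405 nm absorbance ratio.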
HADH2 inh – qHTS Assay for Inhibitors of HADH2 (Hydroxyacyl-Coenzyme A Dehydrogenase, Type II) | 73,000 compounds, 3.4% hits | 3-hydroxyacyl-CoA dehydrogenase type-2 (Homo sapiens), Q99714 | recombinant HADH2, NADH fluorescence, beta-hydroxybutyryl-CoA | Potency, µM (highest dose often 57.1 µM), inactives show top-dose activity change, negative = inhibition, actives largely listed as inhibitors; also: potency is read from the fitted curve at half-maximal effect; % is scaled to controls: 0 for no effect and ±100 for the full control effect; nearly all actives have a fitted effect of over 60% in size; many of its hits are not listed in these tables
Target sequence (Q99714 whole entry, looked up, one chain of several): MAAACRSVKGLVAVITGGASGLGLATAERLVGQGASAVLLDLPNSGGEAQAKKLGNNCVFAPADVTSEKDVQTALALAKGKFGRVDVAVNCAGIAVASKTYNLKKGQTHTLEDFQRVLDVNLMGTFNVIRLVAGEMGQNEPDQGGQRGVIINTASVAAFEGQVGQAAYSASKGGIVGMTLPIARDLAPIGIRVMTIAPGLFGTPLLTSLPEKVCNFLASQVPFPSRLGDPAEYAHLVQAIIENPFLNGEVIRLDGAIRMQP
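E. coli-expressed His-tagged HADH2 tested at 20 nM in alkaline Tris buffer (pH 9.0); oxidation of 90 uM beta-hydroxybutyryl-CoA with 1 mM NAD+ tracked fluorimetrically for 4 min.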
Tau fil binding – qHTS Assay for Tau Filament Binding; 71,000 compounds, 2% hits; recombinant tau filaments, thioflavin S fluorescence, 15 h; filaments grown with octadecylsulfate alongside compound; Microtubule-associated protein tau (Homo sapiens), P10636; Potency, µM (doses to about 57.1 µM), without a hit: at the highest dose activity change, negative = inhibition; AID 596, 2007;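 also: potency is read from the fitted curve at half-maximal effect; % is scaled to controls: 0 for no effect and ±100 for the full control effect; actives lower thioflavin S fluorescence by blocking filaments or displacing dye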
Target sequence (P10636 whole entry, looked up): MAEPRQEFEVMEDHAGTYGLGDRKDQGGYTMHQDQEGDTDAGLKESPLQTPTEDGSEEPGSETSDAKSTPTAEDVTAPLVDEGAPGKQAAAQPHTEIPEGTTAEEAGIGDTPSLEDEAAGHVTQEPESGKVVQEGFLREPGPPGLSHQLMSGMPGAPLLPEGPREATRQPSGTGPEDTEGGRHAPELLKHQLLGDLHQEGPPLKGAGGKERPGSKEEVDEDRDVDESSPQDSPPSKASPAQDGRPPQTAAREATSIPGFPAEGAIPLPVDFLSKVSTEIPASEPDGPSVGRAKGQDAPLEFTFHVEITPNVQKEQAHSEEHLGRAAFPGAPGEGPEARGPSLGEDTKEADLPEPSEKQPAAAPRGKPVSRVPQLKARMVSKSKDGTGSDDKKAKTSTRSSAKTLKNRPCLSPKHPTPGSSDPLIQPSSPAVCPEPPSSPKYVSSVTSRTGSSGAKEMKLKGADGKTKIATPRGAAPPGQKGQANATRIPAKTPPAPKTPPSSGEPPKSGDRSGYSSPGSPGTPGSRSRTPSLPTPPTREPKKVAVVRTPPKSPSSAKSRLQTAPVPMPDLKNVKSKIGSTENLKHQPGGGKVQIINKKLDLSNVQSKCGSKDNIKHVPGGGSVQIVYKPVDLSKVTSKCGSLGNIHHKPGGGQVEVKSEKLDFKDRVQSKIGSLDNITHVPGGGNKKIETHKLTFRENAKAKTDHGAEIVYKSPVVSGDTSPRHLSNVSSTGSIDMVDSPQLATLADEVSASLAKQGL
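Thioflavine S fluorescence (ex 450, em 510 nm) reports filaments formed from 1 uM human tau plus 30 uM ODS over 15 h at 37 C (10 mM HEPES pH 7.4, 100 mM NaCl, 5 mM DTT); compounds displacing dye or blocking filaments lower signal.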
ERK AVP inh – qHTS Assay for Inhibitors of the ERK Signaling Pathway using a Homogeneous Screening Assay; HEK293-V1b, vasopressin-stimulated pERK AlphaScreen; Potency, µM (top dose mostly 57.5 µM), without a hit: top-dose activity, negative = inhibition, hits mostly inhibitors; 72,000 compounds, 0.99% hits; AID 995, 2007; also: potency is read from the fitted curve at half-maximal effect; % is scaled to controls: 0 for no effect and ±100 for the full control effect; nearly all actives have a fitted effect of over 55% in size
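V1b-HEK293 cells; cpd 30 min 37C; 25 nM vasopressin 5 min; lyse 10 min; AlphaScreen beads 5 hr RT. Normalized to DMSO basal and 25 nM vasopressin; AC50 by Hill fit.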
CRE Fsk mod – Cell signaling CRE-BLA (Fsk stim); Potency, µM (highest dose often 38.2 µM), inactives show top-dose activity change, negative = inhibition, actives largely listed as activators; CHO CRE-bla reporter (cAMP response element driving beta-lactamase), forskolin EC10, beta-lactamase ratio; AID 662, 2007; 71,000 compounds, 2.5% hits; active = well fitted activation curve with a large enough effect in the signal ratio, with a control signal flat, not every such curve was filed as active; inconclusive = small, poorly fitted or top-dose-only effect, or effect the other way, or a change in a side signal; the % refers to the signal ratio; also: potency is read from the fitted curve at half-maximal effect; % of control where 0% means no effect
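Beta-lactamase reporter under a cAMP responsive element in CHO cells; compounds tested in titration series against EC10 NKH 477, 3 h at 37 °C. Read-out: CCF4 FRET ratio 460nm/530nm (excitation 405nm) giving %Activity, fitted to AC50.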
UbGFP stabilizer – Ubiquitin-GFP Assay; Ubiquitin-GFP reporter cells, proteasome inhibition, GFP fluorescence; response scale: untreated = 0%, 10 µM MG-132 = 100%; AID 526, 2006; 67,000 tested, under 10 active; Potency, µM (highest dose often 45.9 µM), for inactives: at the top dose activation (GFP accumulation), most hits filed as activators; active = well fitted activation curve with a large enough effect, not every such curve was filed as active; inconclusive = small, poorly fitted or top-dose-only effect, or another doubt; inactive = no such curve, though single readings can be large or run the other way; also: potency is read from the fitted curve at half-maximal effect
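U2OS cells expressing ubiquitin(G76V)-GFP, seeded overnight in 0.5% FBS medium, then treated 4 hr at 37 C across 46 uM to 2.9 nM. GFP-positive cells counted by laser cytometry (488 ex/515 em); %activity scaled between basal and 10 uM MG-132.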
GFP derepression – qHTS Assay for Epigenetic Modulators; mouse C127i GFP locus derepression, cytometry, 30 h; Potency, µM (series often up to 46.1 µM), for inactives: top-dose GFP derepression (activation); 68,000 compounds, 0.09% hits; AID 597, 2007; also: % of control where 0% means no effect
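Murine C127i mammary cells carrying a silenced, stably integrated CMV-driven GFP reporter were treated with compound for 30 hours at 37 C. After PBS washes, GFP-positive cells were counted by laser-scanning microplate cytometry.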
Numbers without * were called inactive; u = inconclusive; x = no result given; [ ] = remark or other dose. Unless noted, calls follow the shape of the dose curve; as a rule, active = well fitted curve in the direction sought with a large enough effect; inconclusive = small, poorly fitted or top-dose-only effect, or another doubt; inactive = no such curve, though single readings can be large; an effect the other way counts as inactive or inconclusive.

SMILES	Luciferase inh	Pol III holo inh	Hsp90 Hop PPI	HBB splicing	ALOX15 inhib	HADH2 inh	Tau fil binding	ERK AVP inh	CRE Fsk mod	UbGFP stabilizer	GFP derepression
COC(=O)c1ccccc1NC(=O)c1cc2sccc2n1C	-0.9%	-2.2%	-1.1%	3.8%	7.6%	25.1µM*	u	-10.9%	6.5%	5.8%	1.2%
CN1/C(=C\C(=O)c2ccco2)c2ccccc2CC1(C)C	1.2%	4.2%	-5.6%	x	-13.9%	-5.0%	-22.8%	-13.5%	-0.8%	-3.9%	1.3%
CCN(CC)CCCNC(=O)C1c2ccccc2Oc2ccccc21	-0.5%	2.0%	-2.8%	10.1%[0.369 µM]	u	18.4%	-7.8%	1.7%	-4.1%	-1.6%	4.7%
Cc1oc(-c2cccc(Cl)c2)nc1CN1CCC(C(=O)N2CCN(c3ccccc3F)CC2)CC1	2.4%	5.3%	-4.8%[2.3 µM]	-1.0%	2.3%	7.7%	60.8%	-23.3%	-15.6%	5.7%	x
c1ccc(Cn2c(SCc3cn4cccnc4n3)nnc2-c2ccco2)cc1	9.9%	-3.0%	-1.5%	-0.5%	2.8%	-1.9%	0.5%	-19.4%	u	3.2%	1.1%
CCOC(=O)C1CCN(S(=O)(=O)C(F)(F)c2nc3ccccc3s2)CC1	-10.4%	-0.5%	26.8%	-0.2%[57.5 µM]	-14.6%	u	-1.5%	5.2%	0.8%	4.0%	-2.7%
CCOC(=O)Cn1cnc2c(C#N)c3n(c2c1=O)CCCCC3	-1.0%	-1.7%	-1.7%	0.8%	-3.5%	-0.5%	5.3%	-9.7%	u	5.7%	0.1%
CCOC(=O)C1CCN(C(=O)CN(Cc2ccccc2)S(C)(=O)=O)CC1	1.7%	7.0%	-4.0%	0.1%	8.7%	3.5%	-5.4%	-1.0%	9.4%	1.7%	-2.7%
O=C(O)c1ccc2c3c(cccc13)C(=O)N(c1ccccc1O)C2=O	-8.9%	-6.9%	-5.2%	1.3%[9.22 µM]	1.7%	-15.9%	-3.6%	-3.4%	-16.1%	-4.2%	u
COc1c(C)cc(Br)cc1C(=O)O	3.3%	-1.2%	-4.4%	-0.3%	-7.8%	1.2%	-2.8%	-10.2%	-3.4%	13.7%	0.0%
CCCOc1ccc(C(C)(O)CN2CCOCC2)cc1 (centres undefined)	-1.4%	-1.5%	1.2%	x	-4.3%	-4.3%	-3.1%	-3.6%	1.7%	-1.3%	-1.2%
CC1(C)CC(CCNC(=O)c2ccco2)CC(C)(C)N1	-0.6%	-0.6%	-1.1%	3.3%	9.3%	0.0%	-0.6%	-5.3%	-3.1%	0.0%	2.1%
Nc1ccc2oc(-c3cccs3)nc2c1	u	-0.5%	-2.5%	x	3.1%	-0.2%	-14.0%	-1.1%	12.5%	-2.2%	0.0%
CC(NC(=O)CN1C(=O)COc2ccccc21)c1ccccc1 (centres undefined)	0.0%	1.4%	0.4%	-2.0%	6.1%	8.1%	0.6%	25.8%	-14.9%	-10.9%	1.4%
COc1cccc(-n2nnc3c(=O)n(Cc4ccc(Cl)cc4)cnc32)c1	0.9%	4.5%	0.9%	0.4%[1.84 µM]	-6.6%	10.2%	55.3%	11.2%	3.2%	-7.3%	6.1%
COc1cccc(C(=O)CSc2nnc(COc3cccc4cccnc34)o2)c1	1.0%	-5.9%	0.2%	x	2.7%	-6.4%	11.8%	-1.0%	u	-3.3%	-0.9%
CCOC(=O)N1CCN(c2c(N3CCc4ccccc4C3)c(=O)c2=O)CC1	-1.1%	1.8%	-4.1%[2.3 µM]	0.6%	-2.5%	-6.8%	18.7%	4.8%	8.7%	-24.5%	x
Cc1ccc(-n2nc3c(c2NC(=O)c2ccc(S(=O)(=O)N4CCOCC4)cc2)CSC3)c(C)c1	0.6%	-3.2%	-9.2%	-1.3%	-0.9%	-2.6%	50.4%	-9.7%	2.7%	11.0%	0.2%
N#Cc1c(-c2ccccc2)cc(C2CC2)nc1N	-0.4%	0.3%	-2.4%	-1.5%	-8.0%	u	-11.5%	0.9%	2µM*	-1.9%	0.0%
NC(=O)c1ccc(Br)c(S(=O)(=O)N2CCCCC2)c1	2.7%	-2.9%[11.4 µM]	-4.8%[11 µM]	-5.4%[0.0738 µM]	-3.6%[11.4 µM]	-0.3%[11.4 µM]	1.9%[11.4 µM]	u	u	-19.6%[9.17 µM]	-1.5%
Nc1nc(SCC(=O)N2CCCC2)[nH]c(=O)c1-c1ccccc1	2.0%	-1.6%	0.2%	-0.5%	-5.1%	2.5%	0.0%	0.8%	-2.9%	3.1%	2.1%
Fc1ccc(Cn2nnnc2C(c2cccs2)N2CCCCCC2)cc1 (centres undefined)	0.8%	1.7%	14.7%	-0.3%[57.5 µM]	0.6%	9.6%	-2.4%	25.2%	-8.5%	3.3%	1.3%
O=C(O)C1C2C=CC(C2)C1C(=O)NCc1ccc2c(c1)OCO2 (centres undefined)	-5.9%	-1.3%	0.3%	-0.9%[9.22 µM]	6.4%	3.6%	7.0%	-7.3%	-2.8%	-6.7%	-5.3%
COc1nc(NCCC2=CCCCC2)nc(OC)n1	3.4%	-4.2%	0.0%	-1.0%	1.4%	6.4%	12.4%	-21.0%	14.6%	36.7%	-1.8%
O=C(CCCOc1ccc(Cl)cc1)N1CCCCCC1	1.4%	-6.2%	4.7%	3.0%	0.9%	6.4%	-21.4%	-1.9%	-12.8%	8.3%	21.5%
(further entries)
SMILES	Luciferase inh	Pol III holo inh	Hsp90 Hop PPI	HBB splicing	ALOX15 inhib	HADH2 inh	Tau fil binding	ERK AVP inh	CRE Fsk mod	UbGFP stabilizer	GFP derepression
NC1=NC(=Nc2ccccc2)c2ccccc21	-2.7%	1.3%	-2.6%	11.6%[57.5 µM]	-0.6%	-4.4%	u	-23.9%	1.1%	-1.6%	-0.2%
CN(C)CCCSc1nc2ccccc2[nH]1	1.4%[11.4 µM]	-8.1%[11.4 µM]	-3.6%[11 µM]	0.8%[9.22 µM]	2.0%[11.4 µM]	13.4%[11.4 µM]	-1.8%[11.4 µM]	5.4%[11.5 µM]	1.2%[7.6 µM]	0.6%[9.17 µM]	-3.4%[9.22 µM]
CCCn1c(SCC(=O)Nc2nccs2)nnc1-c1cccnc1	-0.3%	-2.1%	-6.5%	1.0%	-7.2%	-6.5%	-2.6%	6.1%	3.6%	3.4%	-2.3%
Cn1ccnc1SCC(=O)Nc1sccc1C#N	-34.3%	-4.2%	-6.2%	0.9%	-3.5%	-15.9%	u	-8.6%	-11.5%	0.9%	0.0%
O=C(NC1CCS(=O)(=O)C1)c1ccc(-c2ccc(Br)cc2)o1 (centres undefined)	-2.1%	-4.8%	-4.4%	-0.1%[57.5 µM]	-3.3%	0.0%	18.3%	-6.7%	u	-1.7%	2.3%
Cc1cc(NC(=O)CN2CCCCCCC2)no1	1.5%	35.0%	-2.4%	4.4%	8.6%	5.8%	-0.2%	-4.3%	u	1.7%	-1.0%
CN(Cc1ccccc1)C1CC(=O)N(c2ccc(C(=O)O)cc2)C1=O (centres undefined)	-1.0%	-4.7%	-1.6%	-0.6%	4.0%	u	0.6%	-4.0%	-2.4%	-1.5%	-2.1%
CC(C)C[C@H](NC(=O)[C@@H](NC(=O)N[C@@H](Cc1ccccc1)C(=O)O)[C@H]1CCN=C(N)N1)C(=O)N[C@H](C=O)Cc1ccccc1	0.0%[11.4 µM]	-4.9%	-3.3%	x	x	-17.3%	u	x	0.2%	1.3%	7.0%[9.22 µM]
O=C(CN(C(=O)CCC(=O)Nc1nccs1)c1cccc(F)c1)NCC1CCCO1 (centres undefined)	2.8%	7.6%	-2.5%	4.1%	2.5%	0.5%	-16.6%	-3.2%	-0.3%	0.2%	-2.2%

A portion of the library; the hit share may differ from the screen's.
